Compound activity (PubChem BioAssay)
GCN5L2 inh – GCN5L2 (KAT2A) acetyltransferase inhibition; Potency, µM (top dose mostly 58.9 µM), inactives show at the top dose activity change, negative = inhibition, most hits filed as inhibitors; AID 504327; 390,000 tested, 0.21% active; Q92830; GCN5L2 HAT assay, ThioGlo1 CoA-SH fluorescence
Target sequence (Q92830 whole entry, looked up): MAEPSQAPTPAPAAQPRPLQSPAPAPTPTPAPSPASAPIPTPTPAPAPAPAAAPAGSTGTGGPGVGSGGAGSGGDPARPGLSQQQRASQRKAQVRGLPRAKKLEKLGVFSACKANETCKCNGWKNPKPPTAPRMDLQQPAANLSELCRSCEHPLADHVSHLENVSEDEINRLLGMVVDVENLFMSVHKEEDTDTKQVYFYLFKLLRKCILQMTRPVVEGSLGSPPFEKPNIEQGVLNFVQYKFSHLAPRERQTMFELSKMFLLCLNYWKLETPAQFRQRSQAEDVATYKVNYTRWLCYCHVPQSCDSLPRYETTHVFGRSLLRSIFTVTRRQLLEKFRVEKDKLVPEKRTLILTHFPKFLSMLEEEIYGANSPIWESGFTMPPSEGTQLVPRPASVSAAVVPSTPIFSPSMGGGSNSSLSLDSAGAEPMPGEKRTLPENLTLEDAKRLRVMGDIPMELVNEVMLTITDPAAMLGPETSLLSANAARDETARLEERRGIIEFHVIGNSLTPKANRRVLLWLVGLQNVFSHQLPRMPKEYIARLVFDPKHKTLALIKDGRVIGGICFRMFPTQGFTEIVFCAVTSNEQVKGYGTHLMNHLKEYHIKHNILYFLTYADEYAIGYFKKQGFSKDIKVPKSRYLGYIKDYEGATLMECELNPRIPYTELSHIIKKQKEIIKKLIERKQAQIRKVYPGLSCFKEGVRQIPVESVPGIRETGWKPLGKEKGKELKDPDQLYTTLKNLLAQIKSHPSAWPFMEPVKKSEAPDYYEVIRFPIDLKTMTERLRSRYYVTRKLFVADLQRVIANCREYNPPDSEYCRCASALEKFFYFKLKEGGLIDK
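qHTS, 1536-well. 20nM enzyme, pH 7.5 HEPES/EDTA/Tween-20 buffer; 15 min compound preinc., RT. Start: 75uM H3(1-25), 70uM AcCoA, 50uM ThioGlo1. Read Ex340/Em540 at t=0 (autofluorescence flag) and t=20 min.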
TDP1 cell CPT – growth inhibition of DT40 Tdp1-/-;hTDP1 cells with camptothecin (screen for TDP1 inhibitors); chicken DT40 Tdp1-/-;hTDP1 cells + 20 nM CPT, ATP luminescence, 48 h; Potency, µM (top dose mostly 46.2 µM), for the others: at the highest dose activity change, negative = growth inhibition, actives largely listed as inhibitors; 420,000 tested, 12% active; note: nearly all actives have a fitted effect of over 55% in size
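Chicken DT40 Tdp1-/- cells stably complemented with human TDP1 were seeded at 400 cells/well in medium containing 20 nM camptothecin, exposed to pin-transferred compounds, and grown at 37 °C for at least 48 hr. Viability was read as ATP luminescence.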
TDP1 cell noCPT – qHTS for Inhibitors of human tyrosyl-DNA phosphodiesterase 1 (TDP1): qHTS in cells in absence of CPT | Potency, µM (doses to about 46.2 µM), for inactives: at the highest dose activity change, negative = growth inhibition, hits mostly inhibitors | DT40 Tdp1-/- hTDP1 cells, no CPT, ATP luminescence, 48 h | 420,000 tested, 15% active; note: nearly all actives have a fitted effect of over 55% in size
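Seeded 400 DT40-hTDP1 cells/well (vehicle DMSO, no 20 nM CPT); pinned compounds; ≥48 hr at 37 °C; CellTiter-Glo luminescence as viability measure.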
Numbers without * were called inactive; ? = inconclusive; . = not tested or not shown; [ ] = remark or other dose. Calls come from the whole dose curve; as a rule, active = well fitted curve in the direction sought with a large enough effect; inconclusive = small, poorly fitted or top-dose-only effect, or another doubt; inactive = no such curve, though single readings can be large; an effect the other way counts as inactive or inconclusive. % is set by controls: 0 for no effect and ±100 for the full control effect; potency is the fitted concentration of half-maximal effect. This is a subset (hit frequency here may not be typical).

Screens in order – GCN5L2 inh | TDP1 cell CPT | TDP1 cell noCPT
Cc1c(Cl)cccc1-n1ncc(C(=O)Nc2ccc3c(c2)OCCO3)c1C1CCN(C(=O)OC(C)(C)C)CC1
    -3.0% | ? | ?
CCCn1c(O)c(/C=C2\C=NN=C2c2ccccc2)sc1=S
    2.24µM* | -9.7% | -29.3%
COc1cc2c(cc1OC)CN(C(=O)CN1C(=O)c3ccc([N+](=O)[O-])cc3C1=O)CC2
    -5.4% | -13.0% | -1.4%
COc1ccc(NC(=O)Cn2nnc3sc4c(c3c2=O)CCC(C)C4)c(OC)c1 (centres undefined)
    -13.0% | -27.0% | -15.5%
CSc1ccccc1C(=O)C1CCCN(S(=O)(=O)c2c(C)noc2C)C1 (centres undefined)
    -16.2% | ? | ?
O=C(NC[C@@H]1CCCN2CCCC[C@H]12)c1cnn(-c2nccc(-c3cc4ccccc4o3)n2)c1C1CC1
    . | -2.8%[9.04 µM] | -7.7%
COc1ccccc1Cc1nc(-c2cccnc2)no1
    -1.9% | ? | ?
CC(=O)Nc1sc(N/N=C\c2ccccc2)nc1-c1cccs1
    -16.0% | -26.9% | ?
CC(=O)Nc1ccc(S(=O)(=O)Nc2ccc(S(=O)(=O)N3CCCCCC3)cc2)cc1
    -4.4% | 2.1% | -22.2%
CCN(CC)CCN(Cc1cc2ccc(C)cc2[nH]c1=O)C(=O)Nc1ccc(Cl)cc1
    -3.1% | ? | ?
COc1ccccc1CNC(=O)COc1ccc(S(=O)(=O)N2CCOCC2)cc1C
    -3.2% | -5.9% | ?
O=C(NCC1(N2CCOCC2)CCCCC1)c1ccc(S(=O)(=O)Nc2ccccc2F)cc1
    -3.4% | -16.7% | -2.4%
COc1ccc(CN(Cc2cccn2C)S(=O)(=O)c2ccc(C)cc2)cc1
    ? | ? | ?
COc1ccc(C(CNC(=O)c2ccc(N3CCCC3=O)cc2)N(C)C)cc1 (centres undefined)
    -4.0% | -11.8% | -22.3%
Cc1onc(-c2ccccc2)c1C(=O)OCC(=O)N(C)c1c(N)n(Cc2ccccc2)c(=O)[nH]c1=O
    -17.9% | -18.6% | -0.7%
Cc1ccc(S(=O)(=O)N2C[C@H]3C(=O)C[C@@H](c4ccccc4)N(S(=O)(=O)c4ccc(C)cc4)[C@H]3C[C@H]2c2ccc(Cl)cc2)cc1
    . | -0.6% | -23.3%
COc1ccccc1CNCC(=O)N1CC(=O)Nc2ccccc21
    2.1% | -18.7% | -10.8%
Cc1ccc(CC(=O)NCCC(=O)O)cc1
    -4.1% | 1.8% | 17.1%
CC(=O)Nc1ccc(N(C(=O)CNC(=O)c2ccco2)C(C(=O)NC2CCCC2)c2ccco2)cc1 (centres undefined)
    -3.3% | 9.4% | 1.7%
Cc1cc(C)c(C(=O)C(C)OC(=O)Cc2n[nH]c(=O)c3ccccc23)cc1C (centres undefined)
    4.8% | -17.2% | ?
CC1CN(C(=O)N2CCC(C(=O)NCCCc3ccccc3)CC2)c2cc(Cl)ccc2O1 (centres undefined)
    -15.9% | 18.4µM* | 13µM*
COc1cc(NC(=O)C(CC(C)C)N2Cc3ccccc3C2=O)cc(OC)c1 (centres undefined)
    -7.0% | -15.3% | ?
Cc1cn(C)c(CC(=O)N2CCN(c3ccccc3F)CC2)c1C(=O)O
    -4.6% | -20.2% | -9.2%
Cc1cc(C)c(-c2csc(Cc3nc(-c4cc5ccccc5oc4=O)cs3)n2)cc1C
    -10.8% | 18.4µM* | 14.6µM*
COc1ccc(-c2nc(CS(=O)CC(=O)NCc3ccc4c(c3)OCO4)c(C)o2)cc1 (centres undefined)
    -5.0% | -20.7% | ?
COC(=O)N1CCC2(CC1)CN(C(=O)Nc1cccc(F)c1)C2
    1.1% | -4.7% | -13.8%
NC(=O)c1sc2nc3c(cc2c1N)CCC3
    -6.5% | -15.6% | -23.6%
Cc1ccc(NC(=O)N2CCC(CN3CCCC3)CC2)c(C)c1
    -0.2% | 5.6% | 4.4%
CCc1ccc(NC(=S)N(CCOC)C2CCN(C(C)=O)CC2)cc1
    1.0% | -7.3% | -8.1%
COc1ccc(NC(=O)CSc2nnnn2-c2ccccc2F)cc1
    -5.2% | -26.0% | -19.7%
Cc1ccccc1-c1cc(N2CCNCC2)ncn1
    ? | -8.8% | -5.3%
Cc1ccsc1C(=O)OCC(=O)NCCC1=CCCCC1
    35.5%[activator] | -2.4% | 0.2%
Cc1ccc2cc(C#N)c(NCCNC(=O)C3CCC3)nc2c1C
    3.3% | -26.0% | ?
CCOC(=O)N1CCC(N2C(=O)c3ccccc3C2Nc2ccc(S(=O)(=O)N(CC)CC)cc2)CC1 (centres undefined)
    -6.7% | ? | ?
CC1(C)CN(c2cccc(-c3ccnc4ncnn34)c2)C1=O
    -2.2% | 4.4% | -11.7%
Cc1c(C#N)c2ccccc2n1CC(=O)N1CCc2ccccc2C1
    -24.7% | -29.8% | -22.9%
O=C(COc1ccc2ccc(=O)oc2c1)NCCCN1CCCC1=O
    -24.9% | -5.6% | 23.1%
O=C(CCN1C(=O)/C(=C\c2cccs2)SC1=S)Nc1nccs1
    0.2% | ? | -25.9%
COc1ccc(N2CC(NC(=O)/C=C\c3ccccc3)CC2=O)cc1OC (centres undefined)
    0.6% | 1.8% | -10.4%
O=c1[nH]c(SCc2cccc(F)c2)nc2c1CCCC2
    0.7% | ? | ?

Record cards, from the list above.
Cc1ccsc1C(=O)OCC(=O)NCCC1=CCCCC1 across the screens: GCN5L2 inh: 35.5%[activator]; TDP1 cell CPT: -2.4%; TDP1 cell noCPT: 0.2%
O=c1[nH]c(SCc2cccc(F)c2)nc2c1CCCC2 across the screens: GCN5L2 inh: 0.7%; TDP1 cell CPT: ?; TDP1 cell noCPT: ?

Additional compounds follow.
Screens in order – GCN5L2 inh | TDP1 cell CPT | TDP1 cell noCPT
CC(=O)N1c2ccc(S(=O)(=O)N3CCN(c4cc(Cl)ccc4C)CC3)cc2CC1C (centres undefined)
    5.4% | ? | ?
O=S(=O)(c1ccccc1)c1cnn2c(C(F)(F)F)cc(-c3ccccc3)nc12
    -5.7% | ? | -15.5%
O=C(CC(=O)c1cccs1)c1ccncc1
    . | 20.6µM* | 29.1µM*
O=C(c1cccs1)C1CCCN(Cc2nc(Cc3ccccc3F)no2)C1 (centres undefined)
    -3.8% | -20.1% | -29.7%
C=CC[C@H](CC(=O)N(CCO)Cc1ccccc1)C(=O)N[C@@H](COC(=O)[C@H](CC=C)CC(=O)OC(C)(C)C)Cc1c[nH]c2ccccc12
    -17.5% | 14.6µM* | 16.4µM*
O=C1CCC(c2ccccc2)N1c1ccccc1 (centres undefined)
    . | -18.4% | -10.3%
CCOc1ccccc1NC(=O)C(OC(=O)c1ccccc1NS(=O)(=O)c1cccs1)c1ccccc1 (centres undefined)
    -2.3% | -16.3% | ?
COCCCN1C(=O)C(CC(=O)NCc2cccs2)CC(C(=O)N(C(C)C)C(C)C)=C1C (centres undefined)
    . | 1.0% | -10.7%
Cc1cc(C(=O)Nc2ccon2)ccc1[N+](=O)[O-]
    . | 14.7% | -28.2%
CCC(C(=O)NCCN1CCOCC1)n1nc(C)n2c(cc3sccc32)c1=O (centres undefined)
    -25.1% | -7.3% | -1.3%
CCOc1ccc(OCC)c(NC(=O)C2CCN(c3nnc(-n4cccc4)s3)CC2)c1
    8.8% | -16.9% | 13.5%
Clc1ccccc1N1CCN(c2ncnc3nc[nH]c23)CC1
    -3.1% | -22.2% | -15.0%
Cc1ccc(S(=O)(=O)N2CCOCC2)cc1C(=O)OCC(=O)NCc1ccc2c(c1)OCO2
    -2.5% | 0.2% | 9.6%
O=C(O)c1cc(-c2ccccc2)n(-c2ccccc2)n1
    -1.8% | -28.7% | -11.8%
COc1ccc2c(c1)c1c(c(=O)n(-c3ccc(OC)c(OC)c3)c(=O)n1Cc1ccccc1F)n2C
    -2.4% | -15.1% | -17.0%
Cc1cccc2c(N3CCCC3)nc(CNS(=O)(=O)c3ccccc3F)nc12
    . | 2.0%[9.04 µM] | ?
COc1cc(/C=C/C(=O)N2CCc3ccccc3C2)cc(OC)c1OC
    -18.5% | ? | ?
CNC(=O)CSc1nc2ccccc2c(=O)n1CCc1ccccc1
    1.8% | -18.4% | -7.9%
COc1ccc(-c2nn(-c3ccccc3)cc2/C=C\C(=O)Nc2ccc(C(=O)O)cc2)cc1
    -21.6% | 23.1µM* | ?
Cc1ccc(C)c(C(=O)COC(=O)CNS(=O)(=O)c2ccccc2)c1
    -1.9% | 12.7% | 2.2%
CC(C)(CN1CCCCC1)NS(=O)(=O)c1ccc(Cl)cc1
    . | -8.8% | -8.3%
Cc1noc(C)c1CC(=O)N1CCCC(C(=O)c2ccc(C(C)(C)C)cc2)C1 (centres undefined)
    -5.3% | 20.6µM* | 20.6µM*
O=C(Nc1cccc(Cl)c1)c1ccc(F)c(S(=O)(=O)N2CCC3(CC2)OCCO3)c1
    -7.9% | 14.6µM* | 13µM*
FC(F)(F)c1ccc(/C=N/NC(=S)NC2CCCCC2)cc1
    -3.2% | ? | 5.8µM*
CCCC1NC(=O)c2cc3ccccc3cc2-n2c1nc1cc(Cl)ccc1c2=O (centres undefined)
    . | ? | ?
COc1cc(CN2CCN(Cc3ccc(C(F)(F)F)cc3)CC2)cc(OC)c1OC
    -7.4% | 23.1µM* | 20.6µM*
CCOC(=O)C1CCN(C(=O)c2ccc3c(c2)sc2nc(-c4ccc(OCC)cc4)cn23)CC1
    -7.9% | 7.31µM* | 6.51µM*
CSc1ccccc1C(=O)N1CCN(c2ncccn2)CC1
    4.2% | -9.5% | 2.8%
Oc1ccc(Cl)cc1CNc1cnc2ccccc2c1
    0.1% | ? | 29.1µM*
Cc1c(C(=O)C(=O)NCc2ccco2)c2ccccc2n1C
    -1.6% | 10.5% | 2.6%
COC(=O)C1CC2=C(CCCC2=O)N(Cc2ccccc2)C1=O (centres undefined)
    . | ? | 1.5%
O=C(COc1nc2ccccc2nc1N1CCOCC1)Nc1cccc(S(=O)(=O)N2CCCCC2)c1
    -3.4% | -19.8% | ?
COc1ccc(NC(=O)c2cn(C)c(=O)c3cc(OC)c(OC)cc23)c(OC)c1
    1.0% | -21.0% | ?
COc1cccc(C(=O)NCc2ccc3c(c2)OCO3)c1OC
    -0.6% | 15.2% | -6.4%
COc1ccc2c(c1)NC(c1cc(Cl)cc(Cl)c1O)c1cccn1-2 (centres undefined)
    -8.4% | -2.6% | ?
CCc1nnc(SCC(=O)N2CCCC(N3CCN(c4ccccc4C)CC3)C2)o1 (centres undefined)
    -27.2% | ? | ?
Cc1ccc(Cl)cc1N(CC(=O)Nc1cccc(N(C)S(C)(=O)=O)c1)S(C)(=O)=O
    16.4% | 1.9% | ?
Cc1c(Br)c(O)c(Br)c2sc(=O)oc12
    -25.3% | -0.6% | 16.3%
CC(=O)Nc1ccc(S(=O)(=O)Nc2ccc(Nc3ccccc3)cc2)cc1
    0.7% | ? | -26.6%
O=C(NCCCc1ccccc1)[C@@H]1Cc2ccccc2CN1
    -16.8% | -19.3% | -10.8%
CCOC(=O)C1=CCN(S(=O)(=O)c2ccc(F)cc2)C1c1ccc(C)cc1 (centres undefined)
    . | -20.0% | ?
COCCNC(=O)c1c(CS(=O)(=O)c2ccccc2)noc1C(=O)NCc1ccccc1
    -2.3% | 3.7% | -14.7%
COc1ccc(C2c3c(n(C)c4ccccc34)C(=O)N2CC(=O)Nc2ccccc2F)cc1 (centres undefined)
    -12.1% | 16.4µM* | ?
COc1ccc2c(c1)C=C(CN1CCC(CO)(CCc3ccccc3)CC1)CO2
    -10.0% | ? | ?
CN(CC1CCCN(CCc2ccccc2F)C1)C(=O)c1cc2ccccc2o1 (centres undefined)
    . | ? | ?
CCC(C)NC(=O)CSc1ccc(Cl)cc1 (centres undefined)
    1.6% | -9.0% | -9.7%
COc1cc(CN2CCCC(C(=O)Nc3ccccc3Oc3cccnc3)C2)ccc1F (centres undefined)
    -8.5% | ? | 16.4µM*
O=C(Nc1nnc(-c2ccccc2F)s1)c1ccccc1F
    -4.5% | 8.7% | -14.6%
CCc1cccc(CC)c1NC(=O)CCS(=O)(=O)c1ccc(Br)s1
    1.2% | 0.2% | -1.2%
CCOC(=O)CC(NS(=O)(=O)Cc1ccccc1)c1ccc(C)cc1 (centres undefined)
    -4.8% | -16.3% | -27.6%
Cc1csc(NC(=O)CSc2ccc3nnc(-c4ccncc4)n3n2)n1
    -4.6% | -26.2% | ?
CCOC(=O)Cn1c(=NC(=O)CSC(C)=O)sc2ccccc21
    -15.6% | ? | ?
COc1nc(C)nc(C)c1Oc1ccc(Cl)cc1Cl
    ? | -6.1% | -27.2%
